Myeloid diff MLP = myeloid differentiation induction; ER-HoxA9 myeloid progenitors, lysozyme-GFP differentiation, flow cytometry; 360,000 tested, 1% active; AID 624256; calls only at 10 µM;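 active = normalized GFP-positive differentiation at or above the plate's own cutoff, the solvent-only control mean plus 3 SD; inconclusive = no clear call, values can overlap the other calls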;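 also: cells exposed to compound for four days before flow analysis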
Myeloid diff MLP GFP+ MAC1+ % = second read-out of Myeloid diff MLP, no call of its own (marks repeat the call); GFP+ MAC1+ double positive, %; measured here: differentiation confirmed by MAC1 staining
* = called active by the depositor; i = inactive; ? = inconclusive; nt = no result given; + = active, no number.

no.	Compound	Myeloid diff MLP	Myeloid diff MLP GFP+ MAC1+ %
1	O=C(C[C@@H]1C[C@H]2c3cc(NC(=O)NC4CCCCC4)ccc3O[C@H]2[C@H](CO)O1)NC1CCCCC1	i	0.7
2	COC(=O)c1ccccc1S(=O)(=O)N1CCC(C(=O)NC2CCCCC2)CC1	i	0.5
3	O=C(COc1ccc(-c2nnco2)cc1)NC1CCS(=O)(=O)C1 (configuration not stated)	i	1.0
4	CN1CCN(c2ccc(-c3cccc(NC(=O)COc4ccccc4)c3)nn2)CC1	i	0.5
5	COc1ccccc1-c1ccc2c(c1)C(C)(Cc1ccc(Cl)cc1)C(=O)N2 (configuration not stated)	i	1.4
6	Cc1ccc(C(=O)Nc2sc3c(c2C(=O)O)CCC(C)C3)o1 (configuration not stated)	i	0.1
7	COc1ccc([N+](=O)[O-])cc1NS(=O)(=O)c1cccc(C(=O)NCCCN2CCCC2=O)c1	i	1.9
8	CCc1nc2c(OCc3ccc(Cl)cc3)cccn2c1N(C)C(=O)c1ccc2c(c1)OCO2	i	0.9
9	O=C1NC[C@H](CCCCN2C[C@H](Cc3ccccc3)N(CCc3ccccc3)C(=O)C2=O)N(CCC2CCCCC2)C1=O	i	1.0
10	CC1(Oc2cccc(F)c2)CCN(Cc2ccccc2OC(F)F)C1 (configuration not stated)	i	1.8
11	COc1ccc([C@H]2CC(=O)C=C(c3cccc(Br)c3)C2)cc1	i	2.7
12	COc1ccc(NC(=O)CNc2ccccc2C(C)=O)cc1S(=O)(=O)N1CCOCC1	i	0.3
13	COc1cc(NC(=O)CC[C@H]2O[C@@H](n3cnc4c(NC(=O)c5ccccc5)ncnc43)[C@H](O)[C@@H]2O)cc(OC)c1OC	i	0.5
14	N#Cc1ccccc1S(=O)(=O)N1CCN(CC(=O)NCC2(N3CCOCC3)CCCCC2)CC1	i	0.5
15	CCOC(=O)C1=CCN(S(=O)(=O)c2ccccc2)C1c1ccc(C)cc1 (configuration not stated)	i	2.7
16	C=CCn1cc(C(=O)NCCCOC)c(=O)c2cc(S(=O)(=O)N3CCC(C)CC3)ccc21	i	0.0
17	CCCn1cnnc1CNC(=O)[C@H]1O[C@@H](n2ccc(N)nc2=O)[C@H](O)[C@@H]1O	i	0.9
18	C=CCN1C(=O)c2ccc(C(=O)N(CC(C)C)c3c(N)n(CCCC)c(=O)[nH]c3=O)cc2C1=O	i	0.9
19	CCCN(Cc1nc2cc(Cl)ccc2c(=O)[nH]1)C(=O)c1ccc(S(=O)(=O)N2CCCC2)cc1	i	0.6
20	Cc1onc(-c2ccccc2)c1C(=O)OCC(=O)c1ccc[nH]1	i	3.4
21	CCCCN(C(=O)c1ccc(N(C)S(=O)(=O)c2ccc(C)cc2)cc1)c1c(N)n(CCCC)c(=O)[nH]c1=O	i	0.8
22	CC1(C(=O)NS(=O)(=O)c2ccc(Cl)s2)CCN1C(=O)c1ccccc1CCc1ccccc1 (configuration not stated)	i	1.3
23	CCCCn1c(N)c(N(CC(C)C)C(=O)c2cc(-c3ccncc3)nc3ccccc23)c(=O)[nH]c1=O	+	1.7*
24	COc1cccc(-n2c(SCC(=O)N3CCOCC3)nc3c([nH]c4ccccc43)c2=O)c1	i	5.2
25	CC(=O)NCCc1c[nH]c2ccc(O)cc12	i	2.1

The final 3 compounds of the section above open the next one:
no.	Compound	Myeloid diff MLP	Myeloid diff MLP GFP+ MAC1+ %
23	CCCCn1c(N)c(N(CC(C)C)C(=O)c2cc(-c3ccncc3)nc3ccccc23)c(=O)[nH]c1=O	+	1.7*
24	COc1cccc(-n2c(SCC(=O)N3CCOCC3)nc3c([nH]c4ccccc43)c2=O)c1	i	5.2
25	CC(=O)NCCc1c[nH]c2ccc(O)cc12	i	2.1
26	COc1ccccc1CN1[C@@H](CC(C)=O)c2cc(C(F)(F)F)ccc2S1(=O)=O	i	1.2
27	CC(C)NC(=O)Nc1ccc2c(c1)C(=O)N([C@H](C)CO)C[C@@H](C)[C@@H](CN(C)C(=O)NC1CCCCC1)O2	i	0.4
28	COc1cc(C(C)=O)ccc1OCC(=O)N1CCC(Cc2ccccc2)CC1	i	1.5
29	Cc1nn(-c2ccccc2)c(C)c1NC(=O)COc1ccc([N+](=O)[O-])cc1	i	0.9
30	O=C1CCC(C(=O)OCC(=O)Nc2ccccc2Br)=NN1	i	1.0
31	Cc1ccc(C(=O)NCCCN2CCOCC2)cc1S(=O)(=O)N1CCOCC1	i	1.1
32	COc1ccc2[nH]c3c(c2c1)CCN1C(=O)C(CC(=O)NCCN2CCOCC2)C[C@H](C(=O)N2CCCCC2)[C@@]31C (some centres not stated)	i	2.0
33	Cc1ccccc1-c1cnc(C(O)c2ccc(Cl)c(F)c2)[nH]1 (configuration not stated)	i	0.3
34	Clc1cccc(CNc2ccn3nc(-c4cccs4)cc3n2)c1	i	0.2
35	CCCCCCSc1ccc(-c2nc3ccc(Cl)cn3c2NCc2ccccc2)cc1	i	1.1
36	COc1ccccc1N1CCN(CCC(=O)Nc2cccc(F)c2)CC1	i	1.1
37	COc1ccc(S(=O)(=O)N(C)C[C@H]2Oc3ccc(NC(=O)C4CCCCC4)cc3C(=O)N([C@H](C)CO)C[C@@H]2C)cc1	i	1.5
38	Cc1cc(C(=O)NNC(=O)Cc2ccc(Cl)cc2)c(C)o1	i	1.2
39	NC(=O)c1ccsc1NC(=O)COC(=O)Cc1ccccc1Cl	i	1.6
40	CC(C)(C)c1ccc(C(=O)NNC(=O)CCc2ccccc2)cc1	+	0.8*
41	COc1cccc(CN(C)C(=O)Cn2cc(C)c(=O)[nH]c2=O)c1	i	0.3
42	Oc1ccc(Cl)cc1CNCC1CCCCC1	i	2.3
43	Cc1ccsc1C(=O)N1CCC1(C)C(=O)NS(=O)(=O)c1ccccc1 (configuration not stated)	i	1.5
44	Cc1sc2ncnc(N3CCC(C(=O)Nc4ccc(Cl)cc4Cl)CC3)c2c1C	i	0.2
45	CCN1CCN(C(=O)N(Cc2ccc(Cl)cc2)S(=O)(=O)c2ccc(C)cc2)CC1	i	0.5
46	O=C1CCC2c3[nH]c4ccccc4c3CCN12 (configuration not stated)	i	0.5
47	CC(NC(=O)COC(=O)c1ccccc1F)C1CC2CCC1C2 (configuration not stated)	i	1.3
48	CCCCn1c(N)c(N(CC(C)C)C(=O)CN(C)S(=O)(=O)c2ccc(C)cc2)c(=O)[nH]c1=O	i	0.4
49	COc1ccccc1CNC(=O)COC(=O)/C=C/c1ccc2ccccc2n1	i	0.5
50	O=C(c1ccccc1)c1ccc(C(=O)O)c(C(=O)O)c1	i	0.3
51	CCc1nc2ccc(C(=O)NCCOc3ccc(OC)cc3)cn2c1N(C)C(=O)C1CCCCC1	i	1.5
52	CC(Sc1ncccn1)C(=O)Nc1ccc2c(c1)OCO2 (configuration not stated)	i	1.0
53	O=C(CNc1ccccc1F)Nc1cc(S(=O)(=O)N2CCCCC2)ccc1Cl	i	0.6
54	COc1ccccc1NC(=O)COC(=O)c1ccc2c(c1)OCCO2	i	0.2
55	O=C1CCC(c2ccccc2)c2ccccc21 (configuration not stated)	i	0.2
56	CCOC(=O)C1=CCN(S(=O)(=O)c2ccccc2C)C1c1cccc(Br)c1 (configuration not stated)	i	1.3
57	CCc1nc2ccc(C(=O)N(C)Cc3ccco3)cn2c1N(CC)C(=O)NCCc1ccccc1	i	0.8
58	O=C(COC(=O)c1ccc2c(c1)OCCO2)NCCc1ccc(F)cc1	i	0.6
59	CCCCN1C(=O)C(CC(=O)NCCCCc2ccccc2)CC(C(=O)N2CCOCC2)=C1C (configuration not stated)	i	0.2
60	COc1cc(N)c(Cl)cc1C(=O)OCC(=O)NC(=O)NCc1ccco1	i	1.7
61	Cc1ccc(C(=O)CN2C(=O)NC3(CCCCC3C)C2=O)s1 (configuration not stated)	i	0.7
62	CN(C(=O)CN1CCN(c2cc(-c3cccc4oc5ccccc5c34)ncn2)CC1)c1ccccc1	i	1.0
63	O=C(OCC(O)C1OC(c2ccccc2)OC(COC(=O)c2ccccc2)C1O)c1ccccc1 (configuration not stated)	i	0.8
64	CCCCn1c(N)c(N(CC(C)C)C(=O)CC2OC(=O)c3ccccc32)c(=O)[nH]c1=O (configuration not stated)	i	0.8
65	O=C(CN1c2cccc3cccc(c23)S1(=O)=O)Nc1c(F)c(F)c(F)c(F)c1F	i	1.1
66	CCC/C=C/c1ccc(CN2C(CC(C)C)C(=O)N(Cc3cn(CCC4OCCCO4)nn3)CCS2(=O)=O)cc1 (configuration not stated)	i	0.5
67	Cc1nnc2ccc(-c3ccc(NS(=O)(=O)c4ccccc4)cc3)nn12	i	0.6
68	CC(OC(=O)Cc1ccccc1F)C(=O)Nc1ccc(Cl)cn1 (configuration not stated)	i	0.4
69	COc1ccc(C(C)(O)c2nc(-c3ccccc3C)cs2)cc1 (configuration not stated)	?	nt
70	COc1cc(/C=C/C(=O)OCC(=O)Nc2cc(S(=O)(=O)N3CCCC3)ccc2Cl)cc(OC)c1OC	i	1.3
71	CCc1c(C)nc(SCC(=O)N2CC(C)OC(C)C2)[nH]c1=O (configuration not stated)	i	1.0
72	Cc1cn([C@H]2C[C@H](O)[C@@H](CCC(=O)NCCc3ccc4ccccc4c3)O2)c(=O)[nH]c1=O	i	1.9
73	CC(OC(=O)c1cccnc1Cl)C(=O)Nc1ccc2c(c1)OCO2 (configuration not stated)	i	0.0
74	Cc1ccc(CNC(=O)Nc2nnc([C@H]3C[C@H](O)[C@@H](CO)O3)s2)cc1	i	0.5
75	O=C(COC(=O)CN1C(=O)NC2(CCCC2)C1=O)Nc1ccccc1C(F)(F)F	i	0.9

Continued.
no.	Compound	Myeloid diff MLP	Myeloid diff MLP GFP+ MAC1+ %
76	CC(C)(C)NC(=O)C1(C)CCC(=O)N1CC(F)(F)F (configuration not stated)	i	1.4
77	O=C1NC[C@H](CC2CCCCC2)N(CCc2cccc3ccccc23)C1=O	i	1.5
78	CC(=O)Nc1cc(NC(C)=O)cc(C(=O)OCC(=O)c2ccc3c(c2)OCO3)c1	i	0.5
79	O=C(NCCCN1CCCC1=O)c1ccc(NS(=O)(=O)c2cccc([N+](=O)[O-])c2)cc1	i	0.8
80	COCCCN1C(=O)C(CC(=O)NCc2cccs2)CC(C(=O)N2CCOCC2)=C1C (configuration not stated)	i	0.1
81	CNS(=O)(=O)c1cccc(C(=O)NNC(=O)CN(C)S(=O)(=O)c2ccc(Cl)cc2)c1	i	0.8
82	COc1ccc(N(CC(=O)N2CCN(c3ccccc3)CC2)S(=O)(=O)c2ccccc2)cc1	i	1.5
83	COc1cccc(CNc2nc3cc(-c4ccc(OC)c(OC)c4)sc3c(=O)n2C)c1	i	0.2
84	CN(C)S(=O)(=O)c1cccc(COC(=O)CCNC(=O)c2ccc([N+](=O)[O-])cc2)c1	i	1.3
85	CC1(c2ccc(Cl)cc2)NC(=O)N(CC(=O)NC2CCCCC2)C1=O (configuration not stated)	i	0.7
86	O=C(Nc1ccc(N2CCOCC2)cc1)c1csc([C@H]2C[C@H](O)[C@@H](CO)O2)n1	i	0.2
87	CC(C)C[C@H](NC(=O)c1nc[nH]c1C(=O)N[C@@H](CCCCN)C(=O)OC(C)(C)C)C(=O)OC(C)(C)C	i	1.0
88	COCCN(CCOC)C(=O)C1CCN(c2ccc(S(=O)(=O)N3CCOCC3)cc2[N+](=O)[O-])CC1	i	0.5
89	COc1ccc(C(N)c2csc(Nc3nncc4ccccc34)n2)cc1 (configuration not stated)	+	4.2*
90	CN(C)c1cccc(C(=O)OCCCC(=O)c2ccc(F)cc2)c1	i	0.2
91	Cc1nc(NC(=O)C(C)(C)C)sc1C(=O)Cn1cc(CCc2ccccc2)nn1	i	0.7
92	C=CCOc1ccc(C(c2c(O)nc(SC)[nH]c2=O)c2c(O)nc(SC)[nH]c2=O)cc1	i	1.1
93	FC(F)C(F)(F)Oc1cccc(Nc2nccn3c(-c4cccc5ccccc45)cnc23)c1	i	1.3
94	Nc1ncnc2c1ncn2[C@@H]1O[C@H](CNC(=O)[C@@H](N)Cc2ccc(C(F)(F)F)cc2)[C@@H](O)[C@H]1O	i	0.2
95	O=C(COC(=O)CN1C(=O)C2CCCCC2C1=O)Nc1cc(F)ccc1F (configuration not stated)	i	0.9
96	O=C1C=C(N2CCN(c3ccccn3)CC2)C(=O)c2c(O)ccc(O)c21	i	4.9
97	[O-][n+]1c2ccccc2c2n1CCN=C2c1ccc(Cl)cc1	i	0.8
98	COCCn1c(=O)[nH]c2cc(C(=O)N3CCN(Cc4ccc5c(c4)OCO5)CC3)ccc2c1=O	i	0.3
99	CC1(c2ccc(Cl)cc2)NC(=O)N(CC(=O)NCCC2=CCCCC2)C1=O (configuration not stated)	i	1.2
100	COc1cccc(NC(=O)N(C)C[C@H]2OCc3cnnn3CCCC(=O)N([C@H](C)CO)C[C@@H]2C)c1	i	1.0
101	COC(=O)C1C2CCCCC1C(=O)O2 (configuration not stated)	i	0.5
102	COc1cc(C(C2C(=O)CC(C)(C)CC2=O)C2C(=O)CC(C)(C)CC2=O)ccc1OC(C)=O	i	0.2
103	Cc1ccccc1OCC(=O)NNC(=O)c1ccoc1C	i	0.7
104	O=C(CCCN=C1NS(=O)(=O)c2ccccc21)OCC(=O)c1ccc(F)cc1	i	1.5
105	CN(C(=O)c1ccc(NC(=O)Cc2ccc(NC(=O)C3CCCN(C(=O)C4CC4)C3)cc2)cc1)C1CC1 (configuration not stated)	i	1.5
106	CCCNC(=O)C1(CC2CC(c3ccccc3)=NO2)CCN(C(=O)c2ccccc2)CC1 (configuration not stated)	i	0.7

Some of the entries so far, with values under each structure:
Fields – Myeloid diff MLP, Myeloid diff MLP GFP+ MAC1+ %
(102) COc1cc(C(C2C(=O)CC(C)(C)CC2=O)C2C(=O)CC(C)(C)CC2=O)ccc1OC(C)=O
→ i, 0.2
(103) Cc1ccccc1OCC(=O)NNC(=O)c1ccoc1C
→ i, 0.7
(104) O=C(CCCN=C1NS(=O)(=O)c2ccccc21)OCC(=O)c1ccc(F)cc1
→ i, 1.5

Compound activity: PubChem BioAssay, NMMLSC

This is a subset, so the mix of outcomes need not match the whole.
